RTF Ca sens inh: cardiac RTF calcium desensitization. IANBD-labeled cardiac RTF, Ca2+ fluorescence. inhibition, % at 7.15 µM. hit rate 0.12% among 340,000. AID 493244;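 active = inhibition above the mean inhibition of all tested compounds plus 3 SD, cut at about 17% in these data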;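 note: assay run at fixed EC70 calcium of 1.6 mM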
SUMO Mot1 rescue: inhibitors of SUMOylation pathway: yeast Mot1-301 growth rescue; S. cerevisiae Mot1-301 growth rescue, ATP luminescence, 38.5C; percent above DMSO median, 100 means doubled; growth rescue, % at 18.8 µM; hit rate 1% among 320,000;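 active = every valid replicate shows activation above 250% relative to neutral control wells; inactive = the rest, any valid replicate at or below 250%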;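 note: OY570 slx delta 5 strain wells were the positive control but not used for scaling; some compounds called inactive have numbers as strong as hits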
dFosB activator: activators of mouse delta FosB homodimer | P13346 | purified delta FosB, TAMRA-CDK5 oligo fluorescence polarization; percent of positive-control signal above neutral wells | activation, % at 25 µM | hit rate 0.99% among 340,000;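 active = mean activation above about 17%, with every replicate also reaching it, limit read from the data, passing the limit was not always enough; inconclusive = only one of the two conditions met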;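 note: fluorescence polarization rise as delta FosB binds a TAMRA Cdk5 AP-1 oligo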
Target sequence (P13346 whole entry, looked up): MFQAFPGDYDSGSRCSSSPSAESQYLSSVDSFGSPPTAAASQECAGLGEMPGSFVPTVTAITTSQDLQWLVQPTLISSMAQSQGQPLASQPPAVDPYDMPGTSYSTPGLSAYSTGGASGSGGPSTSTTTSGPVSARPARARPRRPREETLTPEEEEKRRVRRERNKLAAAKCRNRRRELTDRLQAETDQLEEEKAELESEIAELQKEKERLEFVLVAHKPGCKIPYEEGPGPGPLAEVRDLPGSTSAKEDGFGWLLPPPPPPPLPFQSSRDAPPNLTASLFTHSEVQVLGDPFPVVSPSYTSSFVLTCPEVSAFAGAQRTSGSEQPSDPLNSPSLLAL
PfHsp90 yeast 2: reduces growth (ATP signal) of yeast expressing P. falciparum Hsp90 | S. cerevisiae expressing PfHsp90, BacTiter-Glo ATP, 48 h; yeast lacking PDR1 and PDR3 efflux regulators | inhibition, % at 9.4 µM | hit rate 0.32% among 310,000 | AID 504621;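 active = every replicate shows inhibition above about 80%, whatever the replicate mean, limit read from the data; inconclusive = mean inhibition reaches the set limit but some replicate falls short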;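 note: 0% = DMSO neutral controls and 100% = 20 µM radicicol positive controls; yeast relying on Plasmodium falciparum Hsp90 in place of its own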
LANA DNA inh: inhibitors of KSHV LANA C-terminal domain DNA binding | MBP-C-LANA/FAM-LBS DNA binding, fluorescence polarization | inhibition, % at 9 µM | hit rate 0.078% among 340,000;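 active = highest replicate inhibition at or above 60% at 9 µM, even if other replicates fall short; inactive = all replicates below 60% inhibition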;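 note: 0% = neutral control wells and 100% = 4 µM acridine orange control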
Rtt109 Vps75: blocks Candida albicans Rtt109/Vps75 acetyltransferase activity | Q5AAJ8 | purified Rtt109/Vps75, ThioGlo CoA-SH fluorescence, 4 h | inhibition, % at 34.9 µM | hit rate 0.16% among 330,000;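 active = inhibition of at least 50% in every replicate; inconclusive = best replicate reaches 50% inhibition but some replicates fall short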
Target sequence (Q5AAJ8 whole entry, looked up): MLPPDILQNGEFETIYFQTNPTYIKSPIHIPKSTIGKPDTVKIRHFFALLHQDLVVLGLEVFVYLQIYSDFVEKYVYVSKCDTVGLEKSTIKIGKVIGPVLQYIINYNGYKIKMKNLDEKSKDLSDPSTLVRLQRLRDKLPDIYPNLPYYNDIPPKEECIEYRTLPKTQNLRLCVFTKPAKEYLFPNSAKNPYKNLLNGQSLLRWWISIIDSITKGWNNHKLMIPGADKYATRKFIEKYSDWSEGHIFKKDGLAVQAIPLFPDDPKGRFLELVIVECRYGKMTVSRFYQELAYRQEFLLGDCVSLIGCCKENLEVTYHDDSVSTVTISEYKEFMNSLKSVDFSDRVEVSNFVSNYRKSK
PvdQ acylase: P. aeruginosa PvdQ acylase inhibition. purified PvdQ acylase, fluorescence plate reader. inhibition, % at 10 µM. hit rate 0.063% among 340,000; in the data active = inhibition above about 30%, passing the limit was not always enough; inconclusive = no clear call, values can overlap the other calls;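 note: 0% = vehicle neutral wells and 100% = reference inhibitor wells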
RTF Ca sens act: cardiac RTF calcium sensitization; hit rate 0.24% among 340,000; P19429+P45379; activation, % at 7.2 µM; IANBD-labeled TnC RTF fluorescence at EC20 calcium; 0% EC20 calcium, 100% full calcium;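 active = activation above the mean over all tested compounds plus 3 SD, cut at about 30% in these data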;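 note: rise in fluorescence read as greater calcium sensitivity of cardiac thin filaments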
Keap1-Nrf2 PPI: Keap1-Nrf2 (human) interaction inhibition; Q14145; Keap1 Kelch-Nrf2 peptide fluorescence polarization, 1536-well; inhibition, % at 9.4 µM; hit rate 0.15% among 340,000; AID 504523; in the data active = inhibition above about 12%; inconclusive = no clear call, values can overlap the other calls; inactive = below about 7.3%;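 note: human Keap1 Kelch domain with fluorescein labeled Nrf2 9mer peptide probe; 0% = neutral control wells and 100% = peptide positive control; higher means more block of Keap1 binding to Nrf2 peptide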
NSD2 inh: blocks human histone methyltransferase NSD2; AID 743445; O96028; hit rate 0.54% among 310,000; NSD2 peptide methylation, AlphaScreen, 120 min; inhibition, % at 12.5 µM; in the data active = inhibition above about 50%
CDK5 inh: blocks human CDK5/p35 kinase activity; Q00535+Q15078; Recombinant CDK5/p35, ADP-Glo luminescence, 60 min; inhibition, % at 10 µM; hit rate 0.01% among 330,000; AID 488839;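 active = highest replicate inhibition of at least 50% and at least 75% of replicates reaching 50%; inconclusive = only one of the two criteria met; inactive = both criteria failed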;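 note: plate controls were DMSO neutral control for no effect and GW8510 at 10 µM for full effect; many of its hits are not listed in these tables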
Active calls of the source: *; ? = inconclusive; / = not tested or not shown.

SMILES	Rtt109 Vps75	PvdQ acylase	Keap1-Nrf2 PPI	CDK5 inh	PfHsp90 yeast 2	SUMO Mot1 rescue	RTF Ca sens act	NSD2 inh	LANA DNA inh	RTF Ca sens inh	dFosB activator
CCS(=O)(=O)N1CCC(C(=O)Nc2cccc(F)c2)CC1	-4	-11	-5	1.6	-9	-5	-4	4	-0.9	-11	-4
CSc1nc2nc3c(c(=O)n2[nH]1)CN(Cc1ccccc1)CC3	0	1	-4	2.5	-21	/	-8	-2	-4.5	-3	0
CCN(CC)S(=O)(=O)c1ccc(N2CCOCC2)c(NC(=O)Cc2ccccc2F)c1	8	-6	-1	1.1	-5	-16	-1	-3	-1.0	4	-10
Cc1ccc(NS(=O)(=O)c2cccs2)cc1S(=O)(=O)N1CCCCCC1	3	-15	-1	1.5	14	-5	14	17	0.2	-12	-15
COc1cc(S(=O)(=O)NCC2CCCO2)ccc1Br (centres undefined)	2	13	4	5.7	-6	0	1	1	-1.9	-16	-2
C=CC[C@@H](CC(=O)OC(C)(C)C)C(=O)OC[C@@H]1CCCN1C(=O)[C@@H](CC=C)CC(=O)N[C@H](CO)Cc1ccccc1	3	-4	-7	-3.4	27	26	11	/	-1.2	-5	-1
OCCC1CN(CC#Cc2ccccc2)CCN1C1CCCC1 (centres undefined)	-14	-12	-1	0.2	-3	195	1	/	0.3	8	-5
Fc1ccc(NC(=S)N2CCCC2)cc1Cl	-2	1	1	0.9	-24	3	5	-3	0.6	-3	3
O=S(=O)(NCc1ccccc1)c1ccccc1NCc1ccc(Cl)cc1	0	-12	-3	3.7	-13	/	-1	/	-1.6	-6	-9
CCOC(=O)N1CCN(C(=O)c2ccc(Cl)c(S(=O)(=O)N3CCCC3)c2)CC1	6	7	-2	3.8	2	-13	-5	0	-1.1	-4	-6
CCOc1ccc(OCC)c(NC(=O)CN(C)S(=O)(=O)c2cnc[nH]2)c1	-4	5	-3	-1.1	1	1	-1	1	0.1	2	4
O=c1c2c3c(sc2nc2n1CCC2)CCCC3	3	-6	-3	1.5	-11	-17	6	0	-0.8	-14	-4
O=C(Nc1ccc(CN2CCOCC2)cc1)c1ccc(N2CCCC2)c([N+](=O)[O-])c1	8	2	-6	-0.7	-2	-11	-6	7	-0.1	-4	-6
Cc1cc(NC(=O)CSCC(=O)Nc2cc(C(F)(F)F)ccc2N2CCCC2)no1	-5	4	-1	-1.4	-9	-3	-6	0	-0.5	-6	?
Cc1ccc(OCC(=O)N/N=C/c2cccn2C)cc1	7	-10	2	-0.2	-4	8	-7	-1	-0.5	-6	0
CC(C)COC(=O)N1CCN(S(=O)(=O)c2ccc3c(c2)CCC3)CC1	-2	-12	-2	0.0	-1	-2	-1	-2	-0.3	-9	-3
Cc1cc(=O)oc2c3c(cc(OCC(=O)Nc4ccc(CCO)cc4)c12)OC(C)(C)CC3	-6	-16	-7	-0.2	-7	10	4	/	-0.5	-7	-34
Cc1ccc(NC(=O)c2ccc(NCC3CCCO3)c([N+](=O)[O-])c2)cc1Cl (centres undefined)	-5	-11	-4	-0.2	/	102	8	2	-0.8	-7	-1
CC(NC(=O)c1ccccc1F)C(=O)O (centres undefined)	-1	-8	1	-1.2	5	/	-7	-1	0.7	-2	-4
CCc1nnc(NC(=O)C2CC(=O)N(c3ccc4c(c3)OCCO4)C2)s1 (centres undefined)	5	-1	3	-1.2	2	-11	-11	-3	-0.3	-8	-2
O=C(COC(=O)c1ccccc1)Nc1ccc(Cl)cn1	6	6	2	1.7	10	0	3	14	-1.2	-2	4
O=C1CCC2(C(=O)O)Sc3ccccc3N12 (centres undefined)	8	-3	0	-0.6	-7	-4	2	-1	1.3	-2	2
CCC1CSC(Nc2ccc(C(=O)/C=C/c3ccc(Br)cc3)cc2)=N1 (centres undefined)	1	-8	1	0.7	-2	60	-3	-3	0.8	-3	3
O=[N+]([O-])/C=C/c1cn(Cc2ccc(Cl)cc2)c2ccccc12	4	-14	-9	0.4	?	270	1	12	2.1	-6	5
CC(CC(=O)NC(C)c1ccc2c(c1)OCCO2)c1ccccc1 (centres undefined)	2	-9	-3	-0.5	15	-9	-4	-3	-0.3	-2	-1
Cn1c(=O)c(-[n+]2ccccc2)c([O-])c2ccccc21	0	-16	-4	-0.7	28	-5	-4	-1	-0.3	-4	7
COCCn1c(SCC(=O)N(C(C)C)C(C)C)nnc1-c1cc2ccccc2cc1O	1	-1	-5	-3.5	/	9	-3	1	-0.3	-1	-6
Cc1onc(C(=O)Nc2ccc3c(c2)OCO3)c1[N+](=O)[O-]	3	-12	-5	-1.8	-17	-8	8	0	1.8	1	-10
COc1ccc(OC)c(S(=O)(=O)n2cnc3ccccc32)c1	-5	-5	-2	0.7	-1	0	2	-5	0.5	2	0
Cc1cccc(S(=O)(=O)C(C#N)c2nc3ccccc3nc2N2CC(C)OC(C)C2)c1 (centres undefined)	5	7	-3	0.2	15	-14	-8	4	-0.1	0	2

Reprinted from the part before: two compounds, then new ones.
SMILES	Rtt109 Vps75	PvdQ acylase	Keap1-Nrf2 PPI	CDK5 inh	PfHsp90 yeast 2	SUMO Mot1 rescue	RTF Ca sens act	NSD2 inh	LANA DNA inh	RTF Ca sens inh	dFosB activator
COc1ccc(OC)c(S(=O)(=O)n2cnc3ccccc32)c1	-5	-5	-2	0.7	-1	0	2	-5	0.5	2	0
Cc1cccc(S(=O)(=O)C(C#N)c2nc3ccccc3nc2N2CC(C)OC(C)C2)c1 (centres undefined)	5	7	-3	0.2	15	-14	-8	4	-0.1	0	2
Fc1ccccc1NC(=S)N1CCN(C/C=C/c2ccccc2)CC1	1	2	-1	0.4	1	24	3	2	0.1	-5	-5
Cc1ccccc1C(=O)N1CCC2CC1c1cc(Cl)ccc12 (centres undefined)	-7	-12	-4	-1.6	13	/	0	/	0.6	0	4
O=C1CCCCN1CCC(=O)N1CCCC(Nc2ccccc2)C1 (centres undefined)	-22	1	-3	0.1	-7	2	-4	-2	1.2	-4	-6
Cc1ccc(S(=O)(=O)N(CC(O)CN2C(=O)NC(C)(C)C2=O)c2ccccc2)cc1 (centres undefined)	2	-7	0	2.0	19	6	0	3	-2.5	-6	3
O=S(=O)(c1ccccc1)n1c(C(O)c2ccccn2)cc2ccccc21 (centres undefined)	2	-12	-4	2.0	15	-21	-3	-1	0.1	8	2
CC1(C)c2[nH]c3ccccc3c2C[C@@H]2C(=O)N(Cc3ccccc3Cl)C(=O)N21	3	-1	0	0.7	-10	162	2	/	-0.2	1	2
O=CN/N=C/c1c(O)ccc2ccccc12	3	-2	5	7.9	-24	14	-2	-5	11	-19	-3
COc1cccc(NC(=O)Nc2nccc(C)n2)c1	-2	-6	2	0.1	0	-5	-2	0	-0.2	-12	-11
CCn1c(-c2nn(-c3ccc(C)cc3)ccc2=O)n[nH]c1=S	7	9	1	-0.6	-2	5	3	0	0.1	-6	-5
CCn1c(O)c(C=NCCN2CCOCC2)sc1=S	1	-13	-7	-2.8	-6	-4	3	-4	-2.8	-14	4
COc1ccc(NC(=O)Cn2c(=O)cnc3ccccc32)cc1S(=O)(=O)N1CCCCC1	12	-8	-5	-0.6	-20	428*	0	0	-0.9	0	-9
COc1ccc(NC(=O)CSc2nc(=O)n(CCN3CCOCC3)c3c2CCC3)cc1	-9	-4	0	-2.8	-26	-3	0	-1	-0.4	7	-2
COc1ccccc1N1CCN(C(=O)c2cccc(N3C(=O)C4C5C=CC(C5)C4C3=O)c2)CC1 (centres undefined)	-1	-8	-2	-1.3	1	0	5	1	-0.7	-4	-11
Cc1ccc(C)c(NC(=O)CN(C)C(=O)CSCc2c(C)noc2C)c1	1	-9	-8	-2.4	/	-3	1	-6	0.6	-9	3
COc1ccc(/C=N/NS(C)(=O)=O)c(OC)c1	4	5	1	-0.1	14	-5	10	-1	0.8	-2	-5
COc1cccc(C(=O)OCn2nnc3ccccc3c2=O)c1OC	-6	-11	-5	1.1	5	-24	1	/	-0.9	0	-1
Cc1cccc(C(CC(=O)NCCc2ccccc2)c2ccccc2)c1O (centres undefined)	-3	-1	2	0.5	-5	36	-1	-2	-2.5	-4	-14

Arranged by length of the SMILES (high to low): some entries from above.
SMILES	Rtt109 Vps75	PvdQ acylase	Keap1-Nrf2 PPI	CDK5 inh	PfHsp90 yeast 2	SUMO Mot1 rescue	RTF Ca sens act	NSD2 inh	LANA DNA inh	RTF Ca sens inh	dFosB activator
COc1ccccc1N1CCN(C(=O)c2cccc(N3C(=O)C4C5C=CC(C5)C4C3=O)c2)CC1 (centres undefined)	-1	-8	-2	-1.3	1	0	5	1	-0.7	-4	-11
CCn1c(O)c(C=NCCN2CCOCC2)sc1=S	1	-13	-7	-2.8	-6	-4	3	-4	-2.8	-14	4
O=CN/N=C/c1c(O)ccc2ccccc12	3	-2	5	7.9	-24	14	-2	-5	11	-19	-3

Bioassay records as filed in PubChem.
